Source: PubChem BioAssay (National Center for Advancing Translational Sciences (NCATS))
Tb PYK inh: blocks Trypanosoma brucei pyruvate kinase. Q57TT1. TbPYK enzyme, Kinase-Glo Plus ATP luminescence, 45 min. Potency, µM (titrated, usually from 76.8 µM), inactives show top-dose activity, negative = inhibition, usual class: inhibitors. 410,000 compounds, 0.12% hits. AID 624173; note: potency is the fitted concentration of half-maximal effect; nearly all actives have a fitted effect of over 50% in size
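Activity of T. brucei pyruvate kinase was followed by Kinase-Glo Plus luminescence after the enzyme reacted 45 min at room temperature with 130 uM ADP (final) and substrate. Test compounds were added before ADP at multiple concentrations.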
AmpC inh no detg: inhibitors of E. coli AmpC beta-lactamase without detergent; P00811; AmpC nitrocefin hydrolysis, absorbance 480 nm, 0.0001% Triton; 330,000 compounds, 0.52% hits; Potency, µM (series often up to 57.1 µM), for the others: at the top dose activity change, negative = inhibition, hits mostly inhibitors;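 note: potency is the fitted concentration of half-maximal effect; plate controls were no compound for no effect and no enzyme for full effect; nearly all actives have a fitted effect of over 20% in size; some results filed as inactive show a strong effect at the top dose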
Target sequence (P00811 whole entry, looked up): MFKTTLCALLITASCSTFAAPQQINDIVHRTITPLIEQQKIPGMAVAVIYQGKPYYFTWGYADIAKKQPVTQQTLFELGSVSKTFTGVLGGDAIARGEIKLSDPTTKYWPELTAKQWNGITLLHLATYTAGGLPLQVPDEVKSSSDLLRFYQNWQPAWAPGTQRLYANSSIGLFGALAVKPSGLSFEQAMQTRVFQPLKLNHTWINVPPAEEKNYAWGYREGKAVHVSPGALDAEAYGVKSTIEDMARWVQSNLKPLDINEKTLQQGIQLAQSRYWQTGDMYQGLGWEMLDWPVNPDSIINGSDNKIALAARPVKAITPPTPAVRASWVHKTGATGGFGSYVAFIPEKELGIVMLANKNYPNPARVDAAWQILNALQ
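20 mM phosphate pH 7.0 + 0.01% (detergent screen) or 0.0001% Triton X-100; 5.3 nM AmpC reagent; cpd preinc 15 min RT; nitrocefin (800 uM stock) to start; A480 q20 s × 4 min; Activity was normalised to no-enzyme and no-compound control wells.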
AMA1-RON2 inh: inhibitors of Plasmodium falciparum AMA1-RON2 interaction; 360,000 compounds, 0.2% hits; AlphaScreen AMA1-biotinylated RON2 peptide binding; Potency, µM (top dose mostly 58.2 µM), for the others: at the top dose activity change, negative = inhibition, actives largely listed as inhibitors;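 note: potency is the fitted concentration of half-maximal effect; 0% = vehicle wells and -100% = peptide control; nearly all actives have a fitted effect of over 45% in size; some results filed as inactive show a strong effect at the top dose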
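AMA1 (3D7) with his tag at 25 nM final met compounds first, then biotinylated RON2 peptide at 25 nM; detection used donor plus acceptor beads, 10 µg/mL apiece, read by AlphaScreen after 30 min at room temperature.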
HCMV antiviral: human cytomegalovirus inhibition. activity change, negative = inhibition, % at 57.5 µM. AID 1259415. HFF cells, HCMV-luciferase reporter, 72 h; active compounds read low. 410,000 compounds, 4.5% hits; in the data active = activity change below about -60%; inconclusive = no clear call, values can overlap the other calls; inactive = above about -39%
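Two compound doses tested in HFFs infected with HCMV-luciferase, MOI 1 PFU/cell, 72 h at 37C. Lysate luminescence read with OneGlo; data normalized against buffer-only and 10uM Salinomycin inhibitor controls.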
HCV inhibitor: inhibitors of hepatitis C virus infection | 340,000 compounds, 3.4% hits | Huh7.5.1 HCVcc-Cre infection, luciferase reporter, 44 h | Potency, µM (highest dose often 41.8 µM), without a hit: top-dose activity change, negative = inhibition, usual class: inhibitors; note: potency is the fitted concentration of half-maximal effect
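Cells (1,000/well) were plated 4 h before compound, then infected with HCVcc-Cre virus (~0.5 moi). After 44 h further culture, infection was read as luciferase luminescence following a 15 min substrate incubation at room temperature.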
LmPK inh: blocks Leishmania mexicana pyruvate kinase activity; Q27686; purified LmPK, Kinase-Glo ATP luminescence, 1 h; Potency, µM (series often up to 57.5 µM), inactives show at the highest dose activity change, negative = inhibition, most hits filed as inhibitors; 290,000 compounds, 0.37% hits; note: potency is the fitted concentration of half-maximal effect
Target sequence (Q27686 whole entry, looked up): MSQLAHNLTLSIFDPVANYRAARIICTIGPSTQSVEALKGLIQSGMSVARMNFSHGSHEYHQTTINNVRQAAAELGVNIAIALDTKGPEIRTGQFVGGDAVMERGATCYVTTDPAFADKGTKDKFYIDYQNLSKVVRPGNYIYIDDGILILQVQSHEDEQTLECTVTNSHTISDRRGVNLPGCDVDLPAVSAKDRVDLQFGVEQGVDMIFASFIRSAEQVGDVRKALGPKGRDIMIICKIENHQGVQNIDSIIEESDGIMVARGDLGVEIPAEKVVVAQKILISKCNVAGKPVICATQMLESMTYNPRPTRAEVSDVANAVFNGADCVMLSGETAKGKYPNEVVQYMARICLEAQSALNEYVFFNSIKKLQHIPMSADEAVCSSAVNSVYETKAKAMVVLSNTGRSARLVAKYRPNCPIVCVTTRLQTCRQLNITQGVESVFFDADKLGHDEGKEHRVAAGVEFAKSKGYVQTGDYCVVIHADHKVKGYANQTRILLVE
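ATP generated from ADP (0.1 mM) and PEP (0.5 mM) by 0.1 nM LmPK over 1 h at room temperature (pH 7.2 imidazole buffer) was detected by coupled luciferase luminescence. Values were normalized to uninhibited and no-enzyme wells.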
AmpC inh detg: inhibitors of E. coli AmpC beta-lactamase with detergent; 370,000 compounds, 0.041% hits; AmpC hydrolysis of nitrocefin, absorbance 480 nm, 0.01% Triton; P00811; Potency, µM (series often up to 114 µM), for inactives: at the top dose activity change, negative = inhibition, actives largely listed as inhibitors;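 note: potency is the fitted concentration of half-maximal effect; 0% = no-compound wells and -100% = no-enzyme wells; nearly all actives have a fitted effect of over 25% in size; some results filed as inactive show a strong effect at the top dose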
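20 mM phosphate pH 7.0 + 0.01% (detergent screen) or 0.0001% Triton X-100; 5.3 nM AmpC reagent; cpd preinc 15 min RT; nitrocefin (800 uM stock) to start; A480 q20 s × 4 min; Activity was normalised to no-enzyme and no-compound control wells.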
Starred values were filed as active, the others as inactive; ? = inconclusive; nt = no result given; & = joins results of further samples; [ ] = another dose, or the depositor's remark. Unless noted, calls come from the whole dose curve; as a rule, active = well fitted curve in the direction sought with a large enough effect; inconclusive = small, poorly fitted or top-dose-only effect, or another doubt; inactive = no such curve, though single readings can be large; an effect the other way counts as inactive or inconclusive. Unless noted, % is set by controls: 0 for no effect and ±100 for the full control effect. Rows were taken by chance, and some 7.5% of all compounds hit somewhere here.

molecule	Tb PYK inh	LmPK inh	HCV inhibitor	AMA1-RON2 inh	HCMV antiviral	AmpC inh no detg	AmpC inh detg
N#C/C(=C\c1ccc(N2CCOCC2)o1)C(=O)NCCc1ccccc1	8.4%	0.0%	?	-20.6%	?	-1.2%	-9.8%
O=C(NCc1ccco1)C1(S(=O)(=O)c2ccc(Cl)cc2)CC1	-14.4%	2.3%	17.7%	-2.3%	-22.0	-2.2%	-4.4%
COc1cc(NS(=O)(=O)c2ccc(NC(=S)NC(=O)c3sc4ccccc4c3Cl)cc2)ncn1	-11.3%	-2.1%	2.5%	22.3%	-22.6	-14.4%	-11.5%
COc1ccc(C(=O)N/C(=C\c2cn(S(=O)(=O)N(C)C)c3ccccc23)C(=O)N2CCOCC2)cc1	-1.0%	-4.2%	-7.7%	1.4%	-7.3	162.6%[activator]	3.4%
Cc1nc2cc([N+](=O)[O-])ccc2c(=O)n1-c1ccccc1[N+](=O)[O-]	-2.2%	4.9%	-27.9%	-13.7%	-31.8	-6.6%	-1.1%
C=CCN(CC=C)C(=S)Nc1cc(Cl)ccc1OC	-2.5%	3.1%	-6.3%	14.3%	31.9	-3.7%[2.29 µM]	-9.6%
Cc1sc2nc(-c3cccs3)nc(N3CCCN(C)CC3)c2c1C	nt	2.4%	nt	nt	nt	68.8%[activator]	-10.0%
CCOCCCNC(=S)NCCCNc1nc2ccc(C)cc2cc1C#N	nt	3.1%	nt	nt	-90.6*	114.9%[activator]	0.5%
COc1ccc(N2CCN(C(=O)CSc3nnc(C4CC4)n3C3CC3)CC2)cc1	-13.1%	nt	nt	0.9%	-5.7	nt	nt
Nc1ccc2ccc(O)cc2c1	-4.1%	nt	-8.2%	-0.1%	0.0	nt	nt
CCOC(=O)c1cc2oc(C(c3nnnn3C3CCCCC3)N3CCOCC3)cc2[nH]1 (stereo not drawn)	9.1%	-3.4%	-23.0%	?	14.7	124.4%[activator]	?
COc1cc(C(=O)N/C(=C\c2cn(S(=O)(=O)N(C)C)c3ccccc23)C(=O)NCCCO)cc(OC)c1OC	-0.5%	-1.3%	-15.8%	-23.0%	-9.4	219.3%[activator]	4.2%
CCn1c(=O)c2cc(S(=O)(=O)NC3CCCCC3)ccc2n(CC)c1=O	-10.9%	2.3%	-1.9%	13.2%	-7.9	-7.1%	0.5%
COc1ccc(-n2c(Cc3ccccc3)nnc2SCc2nc(-c3cccs3)no2)cc1	-2.8%	nt	nt	nt	-2.2	nt	-6.8%
CN1CCc2c(sc3c2C(=O)NC(c2ccc(OC(=O)c4ccc(Cl)cc4)cc2)N3)C1 (stereo not drawn)	-3.8%	nt	nt	nt	11.3	nt	11.6%
Cc1cc(-c2nnc(CCC(=O)N(CC3CCC3)CC3CCCO3)o2)no1 (stereo not drawn)	2.4%	-2.3%	2.2%	1.3%	21.4	11.0%	-2.1%
O=C(CSc1nnnn1-c1ccc(Cl)cc1)N1CCNC1=O	-9.5%	nt	-0.7%	-3.4%	-15.2	-11.7%	nt
Cn1c(CC(=O)Nc2ccccc2C(F)(F)F)c(Sc2ccccc2)c2ccccc21	-7.8%	4.9%	17.1%	-1.9%	-11.2	-36.9%	0.2%
N#Cc1ccccc1OCC(=O)N1N=C(c2cccs2)CC1c1ccco1 (stereo not drawn)	2.0%	nt	6.3%	-8.1%	34.8	-47.6%	?
c1ccc(CNc2nc(NCc3ccccc3)c3ccccc3n2)cc1	4.3%	1.8%	?	-3.7%	nt	?	0.4%
Cc1ccccc1Nc1nc(-c2sc(NC(=O)c3cccc(Cl)c3)nc2C)cs1	nt	0.7%	nt	nt	nt	-25.0%	-2.1%
O=c1[nH]c(N2CCCCC2)nc2ncn(Cc3ccccc3)c12	6.6%	-7.7%	-7.1%	18.3%	-38.4	-15.3%	-2.4%
CCC(C)c1ccc(NC(=O)C2CCCN(c3ncccn3)C2)cc1 (stereo not drawn)	nt	10.1%	?	6.6%	-15.4	42.1%	6.9%
COc1ccc(CCNC(=O)[C@H](CCSC)NC(=O)N2CCn3c2nc2ccccc23)cc1OC	-1.8%	10.5%	4.0%	76.8%[activator]	?	95.6%[activator]	-0.6%
CCn1c2ccccc2c2cc(NC(=O)CSc3nnc(-c4cccc(Cl)c4)o3)ccc21	2.9%	-4.9%	-2.1%	33.3%[activator]	51.8	-26.7%	-11.8%

Entries of single compounds from above.
O=C(NCc1ccco1)C1(S(=O)(=O)c2ccc(Cl)cc2)CC1 is listed as Tb PYK inh: -14.4%; LmPK inh: 2.3%; HCV inhibitor: 17.7%; AMA1-RON2 inh: -2.3%; HCMV antiviral: -22.0; AmpC inh no detg: -2.2%; AmpC inh detg: -4.4%
O=C(CSc1nnnn1-c1ccc(Cl)cc1)N1CCNC1=O is listed as Tb PYK inh: -9.5%; LmPK inh: nt; HCV inhibitor: -0.7%; AMA1-RON2 inh: -3.4%; HCMV antiviral: -15.2; AmpC inh no detg: -11.7%; AmpC inh detg: nt
O=c1[nH]c(N2CCCCC2)nc2ncn(Cc3ccccc3)c12 is listed as Tb PYK inh: 6.6%; LmPK inh: -7.7%; HCV inhibitor: -7.1%; AMA1-RON2 inh: 18.3%; HCMV antiviral: -38.4; AmpC inh no detg: -15.3%; AmpC inh detg: -2.4%

In a second layout: entries from further up
O=C(CSc1nnnn1-c1ccc(Cl)cc1)N1CCNC1=O
  Tb PYK inh: -9.5%; LmPK inh: nt; HCV inhibitor: -0.7%; AMA1-RON2 inh: -3.4%; HCMV antiviral: -15.2; AmpC inh no detg: -11.7%; AmpC inh detg: nt
COc1ccc(N2CCN(C(=O)CSc3nnc(C4CC4)n3C3CC3)CC2)cc1
  Tb PYK inh: -13.1%; LmPK inh: nt; HCV inhibitor: nt; AMA1-RON2 inh: 0.9%; HCMV antiviral: -5.7; AmpC inh no detg: nt; AmpC inh detg: nt

Next section.
molecule	Tb PYK inh	LmPK inh	HCV inhibitor	AMA1-RON2 inh	HCMV antiviral	AmpC inh no detg	AmpC inh detg
Cc1[nH]c2ccccc2c1C1(O)C(=O)N(Cc2ccc(Cl)cc2)c2ccccc21 (stereo not drawn)	-2.7%	nt	nt	nt	-98.5*	nt	-0.1%
CCN(C(=O)Cn1nc(Cc2cccnc2)c2ccccc2c1=O)c1cc(C)ccc1C	0.6%	nt	nt	nt	?	nt	10.4%
c1ccc(OCCCc2nc(-c3cccnc3)no2)cc1	2.0%	4.3%	2.4%	11.5%	-10.3	0.0%	1.9%
OC[C@H]1OC(O)[C@H](O)[C@@H]1O (stereo partly drawn)	-8.1%	nt	9.6%	5.2%	-3.3	-9.2%	?
CN(C)CCn1c(NC(=O)c2ccc(Cl)cc2)nc2ccccc21	0.0%	5.0%	-6.4%	23.5%	63.8	-21.1%	3.0%
Cc1ccccc1NC(=O)Cc1nc(COC(=O)c2cc([N+](=O)[O-])ccc2NCCO)cs1	-0.1%	nt	8.91µM*	-5.9%	-4.0	-52.8%	-12.6%
COc1ccc(-n2c(SCC(=O)N/N=C(\C)c3cccnc3)nc3ccccc3c2=O)cc1	-0.5%	-1.1%	-29.1%	2.5%	?	-10.8%	-3.4%
O=C(NC1CCS(=O)(=O)C1)c1ccc(S(=O)(=O)N2CCCCC2)cc1 (stereo not drawn)	3.9%	-1.8%	-0.1%	7.4%	-9.3	-1.2%	0.9%
O=C(NCCN1CCCC1)c1ccc(Cl)cc1Cl	8.0%	-1.7%	-1.0%	22.9%	-6.9	-18.0%	-7.9%
O=C(Oc1cccc(F)c1)c1ccc2c(=O)n3c(nc2c1)CCC3	-0.1%	nt	25.7%	-7.3%	-38.8	3.4%	?
CCOP(=O)(OCC)c1ccc2ccc3ccccc3c(=O)c2c1	1.7%	nt	nt	nt	1.0	165.9%[activator]	nt
Cc1ccccc1OP(=O)(Oc1ccccc1C)N1CCOCC1	1.8%	nt	nt	2.7%	-25.0	nt	nt
CCOC(=O)N1CCC(NC(=O)C2CCN(C(=O)c3cc4sccc4n3CC)CC2)CC1	-12.2%	9.9%	-15.3%	14.0%	?	163.7%[activator]	0.5%
COc1ccc(CSc2n[nH]c(C)n2)cc1[N+](=O)[O-]	-7.8%	-0.9%	-2.8%	-5.3%	22.5	-9.0%	-7.1%
CCc1ccccc1N(CC(=O)NCCc1ccccc1)C(=O)CCC(=O)Nc1ccccn1	-1.2%	1.9%	0.0%	-6.9%	-34.8	41.5%	1.9%
Cc1ccc(S(=O)(=O)N2CCOCC2)cc1C(=O)Nc1ccccc1N1CCCC1	-5.1%	nt	16.1%	1.3%	-33.9	0.6%	-21.1%
CN1CCN(C(CNS(=O)(=O)c2ccc([N+](=O)[O-])cc2)c2ccc(F)cc2)CC1 (stereo not drawn)	0.4%	nt	?	11.3%	-9.8	-16.8%	-5.7%
O=C(Nc1ccccc1O)c1ccccc1O	3.9%	-7.2%	-28.8%	47.0%[activator]	-8.4	-13.6%	-10.8%
COc1ccc(/C=N/NC(=O)c2cccnc2)cc1CN1CCc2ccccc2C1	-0.3%	-9.8%	?	-5.3%	-19.5	4.6%	1.9%
COc1cc(C(=O)Nc2cccc3ncccc23)cc(OC)c1OC	-15.1%	-9.0%	?	15.1%	31.9	-13.2%	8.5%
CCC(=O)Nc1ccc(S(=O)(=O)NCc2cccn2Cc2cccc(C)c2)cc1	1.1%	nt	nt	nt	-20.2	nt	?
CC(=O)NC(=S)Nc1ccccc1N1CCN(C(=O)c2ccccc2)CC1	8.1%	1.8%	-11.8%	3.5%	-26.3	2.9%[2.29 µM]	-4.2%
Cc1onc(-c2ccccc2Cl)c1C(=O)OCc1cnc(Cl)s1	4.3%	1.4%	-27.2%	33.1%[activator]	-13.6	-8.8%	-14.3%
COc1ccc([N+](=O)[O-])cc1NC(=O)c1ccc(Br)s1	-4.2%	4.2%	?	6.9%	47.8	-11.6%	?
Cc1ccc(C2Nc3cccc4cccc(c34)N2)cc1	-8.4%	-5.5%	-9.7%	-10.2%	117.1	-13.5%	-18.1%
Cc1ccc(NCc2nnc(SCC(=O)Nc3ccccc3)n2CC2CCCO2)c(C)c1 (stereo not drawn)	-23.7%	3.5%	-17.2%&1.2%	2.9%	-14.4	44.2%	?
Cc1cccn2cc(-c3ccc4c(c3)NC(=O)CO4)nc12	-13.0%	-3.7%	-18.9%	1.5%	2.8	-16.6%	-5.8%
